# Bioassay records deposited in PubChem by National Center for Advancing Translational Sciences (NCATS).
# HBB splicing = hemoglobin beta splicing modulation; actives 0.06% (n = 65,000); Potency, µM (series often up to 46.1 µM), without a hit: at the top dose activation, most hits filed as activators; HBB splicing reporter cell assay, activation; EGFP reporter with mutant IVS2-654 intron; response scale: normalised to 500 nM splice-correcting PNA; note: potency is the fitted concentration of half-maximal effect; 0% is about no effect
#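 HeLa cells stably expressing EGFP interrupted by mutant beta-globin intron 2 (IVS2-654), 500/well in 2% FCS. Treated with compound for 2 days at 37C. Splicing correction scored as total well GFP intensity (488 nm excitation, 500-520 nm emission); 500 nM antisense PNA served as control.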
# ALOX15 inhib = 15-hLO (ALOX15) enzyme inhibition; Potency, µM (highest dose often 57.1 µM), for the others: at the highest dose activity change, negative = inhibition, hits mostly inhibitors; purified 15hLO-1, xylenol orange hydroperoxide absorbance; P16050; AID 887; actives 1.4% (n = 74,000); note: potency is the fitted concentration of half-maximal effect; % is set by controls: 0 for no effect and ±100 for the full control effect; nearly all actives have a fitted effect of over 55% in size
# Target sequence (P16050 whole entry, looked up): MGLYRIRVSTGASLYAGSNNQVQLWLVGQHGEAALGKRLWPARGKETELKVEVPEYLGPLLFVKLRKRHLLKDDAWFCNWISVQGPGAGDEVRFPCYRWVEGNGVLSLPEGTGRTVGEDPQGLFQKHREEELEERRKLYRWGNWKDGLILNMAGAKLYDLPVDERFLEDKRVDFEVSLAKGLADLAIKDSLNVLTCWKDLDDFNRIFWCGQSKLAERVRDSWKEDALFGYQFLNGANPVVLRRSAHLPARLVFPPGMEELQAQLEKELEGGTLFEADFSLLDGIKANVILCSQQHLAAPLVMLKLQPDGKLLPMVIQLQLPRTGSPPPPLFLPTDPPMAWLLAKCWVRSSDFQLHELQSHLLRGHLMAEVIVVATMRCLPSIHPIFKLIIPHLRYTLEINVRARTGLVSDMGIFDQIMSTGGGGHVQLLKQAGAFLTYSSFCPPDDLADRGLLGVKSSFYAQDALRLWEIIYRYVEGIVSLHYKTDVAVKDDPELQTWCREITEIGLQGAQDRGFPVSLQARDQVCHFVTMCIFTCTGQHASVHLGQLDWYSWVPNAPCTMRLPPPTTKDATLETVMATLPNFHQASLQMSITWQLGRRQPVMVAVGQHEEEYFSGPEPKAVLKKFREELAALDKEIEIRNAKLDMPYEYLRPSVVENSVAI
#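 Purified human 15hLO-1 (40 nM final) in 25 mM Hepes pH 7.5, 0.01% Triton X-100 was preincubated with compound 15 min at room temperature, then reacted 6 min with 50 uM arachidonic acid; hydroperoxide detected by Fe-XO, 573/405 nm absorbance ratio.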
# Hsp90 Hop PPI = changes Hsp90-Hop TPR2A binding signal, up or down. AID 595. AlphaScreen TPR2A-His6 binding biotin-Hsp90 C-terminal peptide. actives 0.44% (n = 71,000). Potency, µM (series often up to 57 µM), without a hit: top-dose activity change, negative = inhibition; active = well fitted curve in either direction with a large enough effect; inconclusive = small, poorly fitted or top-dose-only effect, or another doubt; note: potency is the fitted concentration of half-maximal effect; % is set by controls: 0 for no effect and ±100 for the full control effect; many of its hits are not listed in these tables
# Texas Red fluor = Texas Red region autofluorescence; Compound fluorescence, Texas Red channel, 547/618 nm; stronger effect = higher value; max dye-equivalent concentration, M; actives 0.06% (n = 59,000); AID 587; in the data active = max dye-equivalent concentration above about 10 nM; inconclusive = between about 1.1 nM and that limit
#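 qHTS profiling of intrinsic compound fluorescence; 100 mM Tris pH 8.0; 15 min RT; ex 547 / em 618 nm; response expressed as Texas Red dye-equivalent concentration from six-point plate standard.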
# Epigenetic mod = epigenetic GFP locus derepression in mouse cells. mouse C127i GFP locus derepression, cytometry, 30 h. Potency, µM (titrated, usually from 46.1 µM), inactives show at the top dose GFP derepression (activation). actives 0.09% (n = 68,000); note: % of control where 0% means no effect
#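 Locus derepression in mouse mammary C127i cells whose integrated CMV-GFP reporter is normally silent; GFP expression after 30 h compound treatment was quantified by counting fluorescent cells.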
# 4-MU autofl = 4-MU region autofluorescence; compound autofluorescence, 340/450 nm, 4-MU equivalents; stronger effect = higher value; max dye-equivalent concentration, M; actives 11% (n = 59,000); AID 589; in the data active = max dye-equivalent concentration above about 10 nM; inconclusive = mostly about 1.1 nM to 9.6 nM
#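 Compounds in 100 mM Tris, pH 8.0, sat 15 min at room temperature before fluorescence was read at 340 nm excitation/450 nm emission; a per-plate six-point 4-MU standard curve converted signals to dye-equivalent concentration at each compound concentration.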
# Rhodamine autofl = compound autofluorescence in rhodamine spectral region | actives 0.05% (n = 59,000) | Rhodamine-region fluorescence, 547/598 nm, Tris buffer; stronger effect = higher value | max dye-equivalent concentration, M; in the data active = max dye-equivalent concentration above about 11 nM; inconclusive = between about 1.1 nM and that limit
#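 Compounds in 100 mM Tris buffer, pH 8.0, were incubated 15 min at room temperature, then read at 547 nm excitation and 598 nm emission. Fluorescence was normalized against a per-plate six-point rhodamine standard curve as dye-equivalent concentration.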
# HADH2 inh = inhibitors of human HADH2 dehydrogenase | actives 3.4% (n = 73,000) | Q99714 | Potency, µM (series often up to 57.1 µM), inactives show at the highest dose activity change, negative = inhibition, usual class: inhibitors | AID 886 | recombinant HADH2, NADH fluorescence, beta-hydroxybutyryl-CoA; note: potency is the fitted concentration of half-maximal effect; % is set by controls: 0 for no effect and ±100 for the full control effect; nearly all actives have a fitted effect of over 60% in size; many of its hits are not listed in these tables
# Target sequence (Q99714 whole entry, looked up, one chain of several): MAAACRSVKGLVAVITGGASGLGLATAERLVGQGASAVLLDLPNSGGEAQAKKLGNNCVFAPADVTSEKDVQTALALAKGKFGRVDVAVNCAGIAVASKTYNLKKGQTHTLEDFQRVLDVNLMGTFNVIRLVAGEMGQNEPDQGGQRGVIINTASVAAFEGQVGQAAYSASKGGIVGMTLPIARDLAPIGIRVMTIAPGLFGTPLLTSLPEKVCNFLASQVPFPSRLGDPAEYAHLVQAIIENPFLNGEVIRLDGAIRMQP
#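 Buffer 100 mM Tris-HCl pH 9.0/0.01% Tween-20; HADH2 20 nM; NAD+ 1 mM; beta-hydroxybutyryl-CoA 90 uM (all final). 15 min cpd preincubation, RT.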
# Pol III holo inh = inhibitors of bacterial DNA polymerase III holoenzyme; actives 0.25% (n = 71,000); reconstituted DNA polymerase III holoenzyme replication, biochemical; Potency, µM (top dose mostly 57.1 µM), for the others: top-dose activity change, negative = inhibition; AID 603; note: potency is the fitted concentration of half-maximal effect; % is set by controls: 0 for no effect and ±100 for the full control effect
#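 Reconstituted *E. coli* holoenzyme (0.35 nM Pol III, 1 nM beta, 154 nM SSB, 2 nM primase) was preincubated with compound for 15 min at RT. Synthesis on 1.4 nM ssM13Gori ran 35 min, then was stopped with PicoGreen/EDTA and read as dsDNA fluorescence.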
# Ub-GFP proteasome = ubiquitin-GFP accumulation via proteasome inhibition. Ubiquitin-GFP reporter cells, proteasome inhibition, GFP fluorescence; response scale: untreated = 0%, 10 µM MG-132 = 100%. Potency, µM (series often up to 45.9 µM), for the others: top-dose activation (GFP accumulation), usual class: activators. 67,000 tested, under 10 active. AID 526; active = well fitted activation curve with a large enough effect, not every such curve was filed as active; inconclusive = small, poorly fitted or top-dose-only effect, or another doubt; inactive = no such curve, though single readings can be large or run the other way; note: potency is the fitted concentration of half-maximal effect
#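 U2OS cells expressing ubiquitin(G76V)-GFP, seeded overnight in 0.5% FBS medium, then treated 4 hr at 37 C across 46 uM to 2.9 nM. GFP-positive cells counted by laser cytometry (488 ex/515 em); %activity scaled between basal and 10 uM MG-132.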
# Fluorescein fluor = compound fluoresces in the fluorescein spectral region; Compound autofluorescence, 480/540 nm, fluorescein-equivalent; stronger effect = higher value; max fluorescein-equivalent concentration, M; actives 0.91% (n = 59,000); in the data active = max fluorescein-equivalent concentration above about 10 nM; inconclusive = between about 1.1 nM and that limit
#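 Read-out is intrinsic compound fluorescence at 480/540 nm (excitation/emission), expressed as dye-equivalent concentration using a fluorescein standard series run on every plate. Compounds sat 15 min at room temperature in 100 mM Tris, pH 8.0.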
# * hit, by the source's call; i = inactive; u = inconclusive; x = no result given; [ ] = remark or other dose. Unless noted, calls come from the whole dose curve; as a rule, active = well fitted curve in the direction sought with a large enough effect; inconclusive = small, poorly fitted or top-dose-only effect, or another doubt; inactive = no such curve, though single readings can be large; an effect the other way counts as inactive or inconclusive. A portion of the library, so the mix of outcomes need not match the whole.
SMILES,HBB splicing,ALOX15 inhib,Hsp90 Hop PPI,Texas Red fluor,Epigenetic mod,4-MU autofl,Rhodamine autofl,HADH2 inh,Pol III holo inh,Ub-GFP proteasome,Fluorescein fluor
COc1ccc(-c2oc3ncnc(NCCCN4CCOCC4)c3c2-c2ccc(OC)cc2)cc1,2.4%[57.5 µM],-17%,-6%,u,2%,4.4e-08M*,i,u,-2%,0%,i
CCOc1ccc2nc3ccc4[nH]onc4c3c2c1,-0.9%,-15%,u,x,0%,x,x,28%,-6%,17%,x
CCC(=O)NC1=C(C#N)C2(CCCC2)Cc2ccccc21,x,5%,2%,i,-2%,i,i,9%,0%,0%,i
CCOC(=O)N1CCN(C(=O)c2cn(C)c(=O)c3c2c2ccccc2n3C)CC1,6.0%,1%,0%,i,0%,3.7e-07M*,i,-7%,-2%,-11%,i
Cc1nc2cc(Cl)ccc2n1CCO,-1.1%,11%,-3%,i,-2%,i,i,1%,-4%,1%,i
O=C1CC(c2ccccc2)CN1S(=O)(=O)c1ccccc1 (stereo unspecified),-0.4%,-12%,4%,x,-2%,x,x,-3%,-1%,3%,x
O=C(C1=C(O)C(=O)N(CCCN2CCOCC2)C1c1ccccn1)c1cc2ccccc2o1 (stereo unspecified),x,x,x,i,-2%[20.6 µM],i,i,x,x,x,i
Oc1ccccc1OCc1nc2ccccc2s1,1.8%[0.0738 µM],-27%[11.4 µM],1%[11 µM],x,0%,x,x,-20%[11.4 µM],-7%[11.4 µM],3%[9.17 µM],x
CS(=O)(=O)CCC(C(=O)n1nnc2ccccc21)N1C(=O)c2ccccc2C1=O (stereo unspecified),x,x,x,i,0%[20.6 µM],i,i,x,x,x,u
Cc1nc(-c2ccc(C(=O)O)cc2)cs1,0.0%[57.5 µM],1%,4%,i,-1%,i,i,-15%,-1%,-5%,i
Cc1nn(Cc2ccccc2)c(Cl)c1C(=O)NCc1ccc(C)n1C,-0.2%[57.5 µM],-18%,-7%,i,2%,u,i,0%,0%,1%,u
CCOc1ccc2nc(SCC(=O)c3cccs3)sc2c1,0.8%,0%,10%,i,-3%,i,i,x,2%,-2%,i
COC(=O)C1=C(C)N=C2SCCC(=O)N2C1c1cc(Br)ccc1OC (stereo unspecified),-2.5%,-4%,-2%,i,1%,i,i,-3%,0%,5%,i
CC1(C)NC(=O)N(CC(O)CN2C(=O)CCC2=O)C1=O (stereo unspecified),-0.5%[57.5 µM],15%,-1%,i,-1%,i,i,18%,3%,2%,i
Nc1cc(N)nc(SCCOc2ccccc2F)n1,-1.8%[0.0738 µM],-8%[11.4 µM],-8%[11 µM],x,-2%,x,x,-9%[11.4 µM],3%[11.4 µM],22%[9.17 µM],x
O=C1NC(Cc2c[nH]c3ccccc23)C(=O)N1CCOc1ccccc1 (stereo unspecified),0.4%[57.5 µM],3%,-2%,i,-3%,i,i,15%,2%,-4%,i
O=C(Cn1c(=O)oc2cc(S(=O)(=O)N3CCCCCC3)ccc21)NC1CCCCCCC1,0.0%,-4%,-3%[2.3 µM],x,x,x,x,9%,-7%,-6%,x
CC(NC(=O)NC12CC3CC(CC(C3)C1)C2)C1CCCO1 (stereo unspecified),3.7%,4%,-6%,i,-2%,i,i,12%,-2%,-6%,i
O=c1[nH]c(CN2CCN(Cc3ccccc3)CC2)nc2sc3c(c12)CCC3,-0.1%[57.5 µM],-22%,u,i,0%,1.5e-08M*,i,17%,3%,3%,u
CCOC(=O)c1cccc(N2C(=O)C3C(C(=O)NC4CC4)C4(C)C=CC3(O4)C2C(=O)NC(C)(C)C)c1 (stereo unspecified),-0.3%[57.5 µM],9%,-1%,i,1%,i,i,-6%,-6%,-7%,i
CC(=O)NCCCCCCNC(C)=O,x,x,x,i,-2%[20.6 µM],i,i,x,x,x,u
COCCn1c(=O)c(C)nc2cnc(Oc3ccc(OC)cc3)nc21,1.1%,4%,-1%,i,-4%[9.22 µM],i,i,-1%,-15%,-1%,i
Cc1ccc(NC(=O)CSc2nnc(-c3ccc(S(=O)(=O)N4CCOCC4)cc3)n2C)cc1,x,4%,u,i,0%,i,i,24%,-3%,-4%,i
CC1(C)CC(=O)C=C(Nc2ccc(OCC(F)(F)C(F)F)cc2)C1,-1.4%,3%,0%,x,2%,x,x,-4%,-1%,-1%,x
C=CC(O)(C#CCN(CC)CC)c1ccccc1 (stereo unspecified),0.4%,6%,-4%,i,4%,i,i,7%,1%,3%,i
O=C(CSc1nnc(-c2cnccn2)n1Cc1ccco1)c1ccccc1,-0.4%,-2%,-3%,i,4%,i,i,-25%,-3%,-9%,i
COc1ccccc1-c1nc2n(n1)C(c1ccccc1Cl)C(C(N)=O)=C(C)N2 (stereo unspecified),0.4%,0%,-2%,x,-2%,x,x,8%,-5%,0%,x
N#CC1=C(N)N(c2ccccc2)C(c2ccccc2)C1(C#N)C#N (stereo unspecified),x,x,x,i,4%[20.6 µM],u,i,x,x,x,u
O=C(CCN1C(=O)c2ccccc2C1=O)N1CCN(C(=O)c2ccccc2)CC1,-1.0%,u,u,i,3%,i,i,u,-11%,4%,u
O=C(O)[C@@H](c1ccccc1)[C@@H](C(=O)O)c1ccccc1,2.5%[9.22 µM],-3%[11.4 µM],-4%[11 µM],i,20%[9.22 µM],i,i,11%[11.4 µM],-12%[11.4 µM],9%[9.17 µM],u
c1ccc(Nc2cc(-c3ccccc3)nc3ncnn23)cc1,3.2%,0%,-2%,i,-2%,i,i,26%,-2%,-5%,u
C=Cc1c(C)c2cc3[nH]c(cc4nc(cc5nc(cc1[nH]2)C(C)=C5CCC(=O)O)C(CCC(=O)O)=C4C)c(C)c3C=C,0.9%,u,u,1e-08M*,0%,i,i,13µM*,-17%,-3%,u
COc1ccc(OC)c2[nH]c(=O)c(CCNC(=O)c3ccc(Br)o3)cc12,0.9%,3%,-22%,u,0%,u,i,9%,-2%,5%,i
CCSc1nc2nc(C)cc(C)n2n1,-4.2%,6%,-3%,i,7%,i,i,-1%,0%,8%,i
COc1ccc(CNC(=O)COC(=O)c2n[nH]c3ccccc23)cc1,-0.2%[57.5 µM],10%,-1%,i,1%,i,i,0%,-2%,0%,i
O=C1CCCCCC1C1(O)C(=O)Nc2ccc(Br)cc21 (stereo unspecified),-4.6%,-5%,3%,u,0%,i,i,4%,0%,22%,i
CC12CN(C(=O)c3ccco3)CC(c3ccccc3)(CN(C(=O)c3ccco3)C1)C2=O,-0.4%,0%,-3%,i,0%,i,i,7%,-3%,-5%,i
COc1ccc(C(C)(C)C)cc1NC(=O)c1c(C)noc1C,0.8%,0%,-5%,i,3%,i,i,8%,-10%,1%,u
CC(C)C[C@@H](N)C(=O)Nc1ccc2ccccc2c1,2.6%[9.22 µM],5%[11.4 µM],2%[11 µM],i,-3%[9.22 µM],i,i,7%[11.4 µM],-8%[11.4 µM],-10%[9.17 µM],i
CCOC(=O)N1CCC(NS(=O)(=O)c2cc3c(cc2C)NC(=O)CO3)CC1,0.8%[0.369 µM],-5%,-1%,u,2%,i,i,-5%,-7%,-1%,i
CC1(C)CC(=O)C(C=Nc2ccc3c(c2)OCO3)=C(O)C1,-1.7%[9.22 µM],2%,-1%,x,0%,x,x,-9%,-10%,-4%,x
O=C1C=C(NCc2ccco2)C2(CCCCC2)O1,-0.6%,3%,-5%,x,0%,x,x,11%,-11%,29%,x
Cn1c(/N=C/c2c[nH]c3ccccc23)nc2ccccc21,2.9%[57.5 µM],-7%,-12%,u,-2%,u,i,7%,2%,-4%,i
COc1ccccc1NC(=O)N(c1c(N)n(Cc2ccccc2)c(=O)[nH]c1=O)C1CCCC1,-0.3%[57.5 µM],3%,3%,i,3%,i,i,14%,-3%,4%,i
Cc1cccc(N/C(N)=N/c2nc3c(c(=O)[nH]2)CCCC3)c1,-0.2%,16%,-2%,u,-2%,i,i,0%,-2%,-4%,u
COc1cccc(Cn2c(-c3cccs3)noc2=O)c1,-0.1%[57.5 µM],-21%,11%,i,3%,i,i,-8%,-2%,2%,i
Cc1cc(C)n2nc(C(=O)OCC(=O)Nc3ccc4c(c3)OCO4)nc2n1,0.0%[57.5 µM],9%,-2%,i,-1%,i,i,4%,-8%,-2%,i
CCCCn1c(=O)c2ccccc2c2ccccc2c1=O,-0.3%,-6%,19%,i,2%,i,i,8%,2%,-2%,i
Nc1c(S(=O)(=O)c2cccs2)c2nc3ccccc3nc2n1CC1CCCO1 (stereo unspecified),0.7%[57.5 µM],-19%,12%,u,-1%,2.5e-06M*,i,x,-7%,3%,i
